GLP1R inv ag – GLP-1 receptor (human) inverse agonism | P43220 | HEK293 GLP-1R CRE-luciferase, luminescence, 24 h; GLP-1R form is constitutively active | Potency, µM (top dose mostly 38.3 µM), without a hit: top-dose activity change, negative = inhibition, most hits filed as inhibitors | 410,000 tested, 1.6% active | AID 624417; further: potency means the concentration at half of the fitted maximal effect; on the % scale 0 is the no-effect control and ±100 the full control effect; nearly all actives have a fitted effect of over 55% in size
Target sequence (P43220 whole entry, looked up): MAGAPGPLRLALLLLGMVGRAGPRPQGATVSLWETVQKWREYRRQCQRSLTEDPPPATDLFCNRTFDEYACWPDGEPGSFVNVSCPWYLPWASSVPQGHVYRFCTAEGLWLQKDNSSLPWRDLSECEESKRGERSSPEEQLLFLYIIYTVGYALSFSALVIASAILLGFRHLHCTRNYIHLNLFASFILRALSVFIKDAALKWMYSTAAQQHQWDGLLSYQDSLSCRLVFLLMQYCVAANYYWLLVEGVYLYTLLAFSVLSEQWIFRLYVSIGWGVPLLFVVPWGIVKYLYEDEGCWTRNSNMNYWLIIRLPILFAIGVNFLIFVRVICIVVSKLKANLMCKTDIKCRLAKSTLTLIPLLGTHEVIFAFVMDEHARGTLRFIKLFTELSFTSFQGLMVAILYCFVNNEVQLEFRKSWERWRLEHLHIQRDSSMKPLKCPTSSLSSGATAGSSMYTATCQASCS
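Assay principle: reduced luminescence from a cAMP-responsive reporter in HEK293 cells co-expressing a constitutively active GLP-1R. Conditions: 24 hr compound incubation, 37 deg C, 5% CO2.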
TDP-43 yeast inh – rescues yeast growth from TDP-43 toxicity. TDP-43 expressing yeast growth rescue, BacTiter-Glo, 24 h. Potency, µM (top dose mostly 46.1 µM), without a hit: at the highest dose growth rescue (activation), hits mostly activators. 410,000 tested, 1.8% active. AID 652104; further: potency means the concentration at half of the fitted maximal effect; % of control where 0% means no effect; nearly all actives have a fitted effect of over 50% in size
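Growth rescue of TDP-43-toxic yeast measured as ATP luminescence (BacTiter-Glo). Cells grown to mid-log in raffinose, induced in galactose at OD600=0.02, exposed to compound 24 hr at 30 deg C.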
PTHR1 agonist – PTHR1 (human) receptor agonism; HEK293 GP2 PTHR1 cells, GloSensor cAMP luminescence, 1 h; 410,000 tested, 0.075% active; Q03431; Potency, µM (highest dose often 115 µM), without a hit: at the top dose activation, usual class: activators; AID 743266; further: potency means the concentration at half of the fitted maximal effect; nearly all actives have a fitted effect of over 55% in size; some results filed as inactive show a strong effect at the top dose; inactives centre near -15; many of its hits are not listed in these tables
Target sequence (Q03431 whole entry, looked up): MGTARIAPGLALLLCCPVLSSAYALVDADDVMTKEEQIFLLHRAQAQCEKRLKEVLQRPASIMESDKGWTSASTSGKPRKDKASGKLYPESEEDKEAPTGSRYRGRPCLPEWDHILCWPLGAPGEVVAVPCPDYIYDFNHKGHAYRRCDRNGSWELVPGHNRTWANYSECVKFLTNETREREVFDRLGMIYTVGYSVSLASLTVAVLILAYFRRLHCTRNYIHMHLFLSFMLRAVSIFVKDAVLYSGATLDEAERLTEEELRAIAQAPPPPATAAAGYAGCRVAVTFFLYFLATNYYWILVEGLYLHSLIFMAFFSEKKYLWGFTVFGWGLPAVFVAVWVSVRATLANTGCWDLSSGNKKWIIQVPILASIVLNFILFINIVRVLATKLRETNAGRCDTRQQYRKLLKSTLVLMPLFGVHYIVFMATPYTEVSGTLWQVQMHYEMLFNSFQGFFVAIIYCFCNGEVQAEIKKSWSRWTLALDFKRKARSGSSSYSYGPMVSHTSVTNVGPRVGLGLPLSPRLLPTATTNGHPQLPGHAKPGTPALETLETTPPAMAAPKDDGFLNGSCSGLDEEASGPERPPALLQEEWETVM
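HEK-293-derived GP2 cells expressing PTHR1 and a GloSensor cAMP reporter, 3,000/well, plated overnight, given luciferin plus IBMX (each 0.5 mM as added) for 1 h at 37 °C, then compound for 1 h at 37 °C. Luminescence was read after 15 min at room temperature.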
HEK293 tox – cytotoxic in the GLP-1 receptor inverse agonist counter-screen | HEK293 cAMP-luciferase reporter cells, luminescence, 24 h | Potency, µM (highest dose often 38.3 µM), for the others: at the highest dose activity change, negative = inhibition, most hits filed as inhibitors | 410,000 tested, 0.13% active;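 further: loss of luciferase light is scored as toxicity; potency means the concentration at half of the fitted maximal effect; on the % scale 0 is the no-effect control and ±100 the full control effect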
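Cells in DMEM/10% Nu serum/1% pen-strep, 1536-well format. Pre-incubated 12 h, dosed with 23 nL compound, incubated a further 24 h. Luciferase detection, 12 min at room temp, luminescence.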
MmCpn inh – M. maripaludis TRiC chaperonin inhibition; 330,000 tested, 0.031% active; Potency, µM (highest dose often 76.9 µM), without a hit: at the highest dose activity, negative = inhibition, usual class: inhibitors; AID 504842; purified Mm-Cpn ATPase, ADP Transcreener TR-FRET; further: potency means the concentration at half of the fitted maximal effect; on the % scale 0 is the no-effect control and ±100 the full control effect; nearly all actives have a fitted effect of over 80% in size
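Eu-cryptate anti-ADP/ADP-d2 competition gives a ratio inversely related to ADP. Enzyme at 25 nM was pre-exposed to compound for 10 min, then given 10 uM ATP for 30 min, 37°C throughout.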
aSyn yeast inh – inhibitors of alpha-synuclein toxicity in yeast | Yeast expressing alpha-synuclein, growth rescue, BacTiter-Glo, 24 h | Potency, µM (top dose mostly 46.1 µM), without a hit: at the top dose growth rescue (activation), usual class: activators | 370,000 tested, 0.14% active | AID 652106; further: potency means the concentration at half of the fitted maximal effect; % of control where 0% means no effect; nearly all actives have a fitted effect of over 65% in size
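Rescue of yeast growth: cells expressing toxic alpha-synuclein, induced in galactose at OD600 0.02, incubated with compound 24 h at 30 C. ATP luminescence quantified growth; inhibitors of toxicity appear as activators.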
Abeta rescue – compounds reversing amyloid beta toxicity in yeast. yeast expressing A-beta42, growth rescue, OD600, 48 h; response scale: 0% DMSO, 100% iron-clioquinol control. Potency, µM (titrated, usually from 46.1 µM), inactives show at the top dose growth rescue, most hits filed as activators. 410,000 tested, 0.063% active. AID 1347071; further: potency means the concentration at half of the fitted maximal effect; nearly all actives have a fitted effect of over 55% in size
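Yeast A-beta toxicity model in growth medium with pinned compounds, 48 h at 30 C; growth read as absorbance at 600 nm. Normalized to FeCl3/clioquinol equimolar mix (positive) and DMSO (negative).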
FUS suppressor – suppressors of FUS proteinopathy in yeast; S. cerevisiae FUS-expressing, growth rescue, OD600, 24 h; Potency, µM (doses to about 76.6 µM), without a hit: at the top dose growth rescue (activation), actives largely listed as activators; 390,000 tested, 0.24% active; AID 1347120;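 further: potency means the concentration at half of the fitted maximal effect; plate controls were DMSO vehicle for no effect and reference control for full effect; nearly all actives have a fitted effect of over 55% in size; some results filed as inactive show a strong effect at the top dose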
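Read-out: OD at 600 nm after 24hr at 30C, reporting rescue of FUS-induced yeast toxicity. Cells at OD 0.005 in galactose (2%) minimal medium; compounds tested in a dilution series; CP55940 titration from 92uM final as control.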
pAkt inh – blocks phosphorylation of Akt; Neuro2A IGF-stimulated pAkt S473 HTRF, 20 min; stronger effect = lower value; activity change, % for hits at 50 µM; 360,000 tested, 0.32% active; AID 651550; in the data active means activity change below about -80%; inconclusive means mostly about -51% to -80%; further: on the % scale 0 is the no-effect control and ±100 the full control effect
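Neuro2A cells in DMEM with 0.5% FBS, overnight at 37 deg C, given compound at single 50 µM final, then IGF (6 nM final) for 20 min at 37 deg C. Lysed; phospho-Akt Ser473 by HTRF after 24 h, 665/615 ratio.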
Active calls of the source: *; i = inactive; ? = inconclusive; · = not tested or not shown; [ ] = dose if it differs, or a comment. Unless noted, the call rests on the fitted dose curve; in most records, active means well fitted curve in the direction sought with a large enough effect; inconclusive means small, poorly fitted or top-dose-only effect, or another doubt; inactive means no such curve, though single readings can be large; an effect the other way counts as inactive or inconclusive. A portion of the library. The share of hits here may be higher or lower than overall.

mol | TDP-43 yeast inh | MmCpn inh | PTHR1 agonist | aSyn yeast inh | Abeta rescue | GLP1R inv ag | HEK293 tox | FUS suppressor | pAkt inh
CCC(=O)N1c2ccccc2CC1C(=O)NCCCN1CCN(c2cccc(Cl)c2)CC1 (stereo unspecified) | 0% | · | -29% | · | -14% | -54% | -1% | -3% | ·
CC(=O)c1sc(NC(=O)C=C(C)C)nc1C | 0% | -15% | i | -1% | -12% | -6% | 3% | 7% | i
Cc1ccc(C2N(c3ccc(Cl)cc3)C(=O)N3CCCN23)cc1 (stereo unspecified) | 6% | -2% | -10% | 6% | 21% | 10µM* | -8% | 6% | i
O=C(N/N=C/C1CC=CCC1)c1ccccc1O (stereo unspecified) | -5% | 0% | -24%[57.5 µM] | -1% | -4% | 1% | 0% | 22% | i
CCCc1nc(SCC(=O)Nc2cc(C)on2)c2ccccc2n1 | ? | -9% | -24% | 0% | -7% | 0% | ? | 13% | i
CN1C(=O)c2cccc3c(S(=O)(=O)NCCc4ccccc4)ccc1c23 | 15% | -4% | -9% | 1% | -9% | 42%[activator] | 73%[activator] | 7% | i
Cc1ccc(-c2csc3nc(C)n(N)c(=O)c23)cc1 | 22% | -10% | -19% | 10% | -7% | -2% | 0% | 9% | i
COC(=O)[C@]1(C)N[C@H](CN(C)S(=O)(=O)c2ccc(OC(F)(F)F)cc2)[C@@H]2C(=O)N(C)C(=O)[C@@H]21 | 2% | -1% | -20% | 2% | -4% | 1% | -1% | -4% | i
O=C(CN1C(=O)CCS(=O)(=O)c2ccccc21)NCc1ccc2c(c1)OCO2 | 5% | -2% | i | 4% | 16% | 10% | -4% | 2% | i
COc1cc2c(cc1OC)CN(C(=O)Nc1ccccc1Cl)CC2 | 11µM* | 1% | i | 6% | 2% | 41%[activator] | -2% | 9% | i
COc1cccc(/C=N/N2CCOCC2)c1O | -18%[9.22 µM] | -3% | -1% | -3% | -30% | -2% | -5% | -6% | i
Cc1cccc(NC(=O)CCN2C(=O)C3C4C=CC(C4)C3C2=O)n1 (stereo unspecified) | 4% | -2% | i | 7% | 15% | -17% | -5% | 9% | i
N#CC1=C(N)OC2=C(C(=O)CCC2)C1c1cc2c(cc1Br)OCO2 (stereo unspecified) | -4% | 0% | i | 0% | -5% | -10% | -9% | -12% | i
CCOc1ccc(CN2CCNC(=O)C2CC(=O)OC)cc1 (stereo unspecified) | 7% | 0% | -1% | -2% | -17% | 4% | 5% | -15% | i
O=C(COc1ccc2ccc(=O)oc2c1)NC1CCN(Cc2ccccc2)CC1 | -15% | 2% | i | -1% | 1% | 11% | 1% | 12% | i
COC(=O)c1ccc(NC(=O)c2cc(S(=O)(=O)N3CCC(C)CC3)cn2C)cc1 | -1% | · | -14% | · | -7% | 13% | 0% | 20% | ·
CCCNC(=O)c1sc2c(c1C(=O)Nc1ccccn1)CCCC2 | ? | 1% | -75%[inhibitor] | 13% | -28% | ? | -1% | 54% | i
CCC(=O)N1CCCC(C(=O)Nc2nc3ccccc3[nH]2)CC1 (stereo unspecified) | 11% | · | 24% | 10% | 1% | 20% | -3% | -16% | i
O=C(O)c1cccc(N/C(=N\S(=O)(=O)c2ccccc2)c2ccccc2)c1 | 5% | -1% | 26% | 0% | -6% | 14% | -2% | -46% | i
Cc1ccc(C#N)c(SCc2cccc(Br)c2)n1 | 26% | · | -32%[inhibitor] | 18% | -5% | -23% | -21% | 18% | i
CCOc1ccc(CCNC(=O)Cn2ncc3c(=O)oc4ccc(C)cc4c32)cc1 | 20% | · | i | · | -2% | 10% | 2% | -31% | ·
CCN(CC)S(=O)(=O)c1ccc(NS(=O)(=O)c2ccc(OC)c([N+](=O)[O-])c2)cc1 | -17% | 2% | i | -4% | 15% | 4% | 13% | · | i
O=C(O)C(c1ccccc1)C(O)c1ccc2c(c1)OCO2 (stereo unspecified) | 0% | · | i | -5% | ? | 4% | 0% | 1% | i
O=C(c1ccccc1Cl)N1CCN(c2ccccn2)CC1 | 2% | -4% | i | -3% | 3% | 6% | -2% | 15% | i
CN(C)S(=O)(=O)N1CCC(Oc2cccc(C(=O)NCCC3=CCCCC3)c2)CC1 | 28% | -1% | -95%[inhibitor] | 3% | -14% | 10µM* | -25% | · | i
O=C(Nc1cc(S(=O)(=O)N2CCCC2)ccc1OCC(F)(F)F)c1ccncc1 | -9% | · | -13% | 22% | -7% | 0% | -5% | -45% | i
Cc1nonc1NC(=O)CSc1nnc(-c2ccoc2C)n1-c1cccc(Cl)c1 | 11% | 0% | i | 1% | 16% | ? | 0% | 1% | i
CCCNC(=O)c1onc(CSc2ccc(Cl)cc2)c1C(=O)NCCC(C)C | 9% | · | i | -11% | 4% | 10µM* | 0% | 18% | i
CC(=O)NC(C)(c1ccccc1)c1nc(-c2cccc3cccnc23)cs1 (stereo unspecified) | 24% | · | -14% | -12% | 8% | -15% | -1% | -10% | i
Nc1cc(C2CCCC2)nn1-c1ccccc1 | 9% | 0% | i | -9% | -6% | ? | -1% | -17% | ·

More entries:
mol | TDP-43 yeast inh | MmCpn inh | PTHR1 agonist | aSyn yeast inh | Abeta rescue | GLP1R inv ag | HEK293 tox | FUS suppressor | pAkt inh
Cc1cc(=O)[nH]c(SCC(=O)NN(c2ccccc2)c2ccccc2)n1 | 4% | 4% | i | -4% | 0% | 8% | 1% | -21% | i
Cc1ccccc1OCC(=O)N/N=C/c1ccc([N+](=O)[O-])o1 | 11% | 1% | -30%[inhibitor] | 5% | -17% | 18% | -25% | 0% | i
CCOC(=O)c1nnn(-c2nonc2N)c1CN(C)Cc1ccccc1 | -6% | -6% | i | -11% | -2% | ? | -7% | -15% | i
O=C(c1nc2ccc(Cl)cn2c1CN1CCC[C@H]1CO)N1CCc2ccccc2C1 | 5% | · | -12% | 13% | -2% | 2% | 7% | 35% | i
CCOC(=O)c1c(C)n(C)c2cc(Br)c(C(=O)OC)cc12 | -3% | 0% | -1% | -7% | -18%[9.22 µM] | 54%[activator] | -4% | -23% | i
Cn1c(=O)c2c(nc(SCC(=O)NC3CCCC3)n2C)n(C)c1=O | -17% | -1% | i | 0% | -8% | -2% | -1% | -4% | i
CCN(CC)C(=O)c1ccc(-c2nnc(Nc3ccc(O)cc3)c3ccccc23)cc1 | -20% | 3% | -7% | 1% | -3% | -6% | -11% | -13% | i
CC(C)C[C@H](NC(=O)c1nc[nH]c1C(=O)N[C@@H](CC(C)C)C(=O)OC(C)(C)C)C(=O)OC(C)(C)C | 5% | -1% | i | 15% | 8% | 1% | -13% | ? | i
O=C(CCS(=O)(=O)c1ccc(Br)cc1)Nc1ccccn1 | 3% | -1% | -18% | 0% | 0% | 1% | 13% | · | i
COc1ccc(-c2nnc(SCC(=O)Nc3ccc(C(C)=O)cc3)nc2-c2ccc(OC)cc2)cc1 | 13% | · | i | · | 4% | 0% | 16% | -1% | ·
COc1ccc(C)cc1-n1c(-c2ccc(Cl)cc2)cc2c1CC(C)(C)CC2=O | 11% | · | 5% | · | -16% | 3% | -5% | -10% | ·
CC(=O)c1ccc(NC(=O)CSc2ccc3nc(-c4ccccc4)cn3n2)cc1 | 8%[9.22 µM] | · | -23% | · | 0% | 1% | 7% | 17% | ·
O=c1oc(/C=C/c2ccccc2)nc2sc3c(c12)CCC3 | -13% | 0% | i | -8% | 9% | -1% | 5% | -3% | i
CC(C)CC(N)c1cn([C@@H](CCC(=O)O)C(=O)N2CCNCC2)nn1 (stereo partly specified) | 0% | · | -18% | -4% | 2% | 11% | 8% | -30% | i
Clc1ccc(-c2c[n+]3c(n2-c2ccccc2)SCC3)cc1 | 12% | -1% | -14% | -1% | 13% | -13% | 2% | 2% | i
Cn1c(N)c(C(=O)COC(=O)COc2ccc(Cl)cc2)c(=O)n(C)c1=O | 5% | -1% | i | 10% | -15% | 0% | -7% | 5% | i
O=C(O)COCc1nc2ccccc2s1 | 3% | -5% | i | 0% | -20% | 16% | -5% | -16% | i
Cc1ccc(S(=O)(=O)N(C)CC(=O)NNC(=O)Cc2cccc(F)c2)cc1 | 10% | 1% | i | -2% | -1% | -9% | -19% | · | i
COCCNC(=O)C1Cc2c(-c3ccc(NC(C)=O)cc3)ccnc2O1 (stereo unspecified) | 12% | · | i | 2% | -3% | ? | -6% | -10% | i
COc1cc(OC)c(NC2=C(c3ccc(C(F)(F)F)cc3)C(=O)c3ccccc32)cc1Cl | 4% | · | i | · | 3% | -6% | 0% | -1% | ·
CCCOc1ccc(/C=C/C(=O)Nc2ccc([N+](=O)[O-])cc2C)cc1 | -4% | 2% | i | 6% | 7% | 16% | -6% | 11% | i
Cc1nc(=O)c(-c2ccccc2)c(C)n1-c1ccc(O)cc1 | -19% | 0% | -3%[57.5 µM] | 2% | 4% | 1% | 8% | 2% | i
COc1ccc(C(=O)NCc2nnc(SCC(=O)Nc3cc(Cl)ccc3OC)o2)cc1 | 0% | -1% | -18% | -6% | -7% | -11% | -13% | 4% | ·

Screening results (PubChem)
